NR3A LBD binder – modulators (binders) of human NR3A ligand-binding domain; NR3A LBD differential scanning fluorimetry, Tm shift; 0% = protein alone, 100% = glycine-bound protein; Tm shift relative to glycine control, % at 25 µM; 340,000 tested, 2.5% active;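 active means melting temperature shift of at least 10% of the positive control shift, at one fixed dose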
MPTP block – permeability transition pore inhibition; 360,000 tested, 1.4% active; isolated mouse mitochondria, Ca2+ swelling absorbance, 30 min; AID 602449; inhibition, % at 10 µM;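 active means inhibition of 50% or more, scaled per plate between neutral and stimulator controls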;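 further: 0% = DMSO wells given calcium and 100% = 1 mM EGTA wells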
mIAP activ – increases mouse intestinal alkaline phosphatase activity. 330,000 tested, 0.24% active. activation factor at 10 µM. muIAP, CDP-Star luminescence, 30 min; stronger effect = higher value; 1 = vehicle-only enzyme signal, 0 = enzyme-free wells;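 active means activation factor of at least 2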; further: the source names both 10 and 20 µM as test concentration; values of inactives mirror those of a sister screen read the other way
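System: Mouse IAP enzyme | Also added: CDP-Star substrate | Dosing: Compounds dispensed in DMSO | Schedule: 30 min enzyme-substrate-compound incubation at room temperature | Technique: Chemiluminescence readout | Control set: DMSO-only wells and no-enzyme negative control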
APOBEC3A inh – human APOBEC3A DNA deaminase inhibition; recombinant A3A, FAM/TAMRA ssDNA deamination fluorescence; 330,000 tested, 0.41% active; inhibition, % at 20 µM;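 active means at least 40% inhibition at 20 µM here, with at most 30% in a related deaminase screen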;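 further: plate controls were A3A with DMSO for no effect and wells lacking A3A enzyme for full effect; some results filed as inactive read as strong as hits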
Target sequence (P31941 whole entry, looked up): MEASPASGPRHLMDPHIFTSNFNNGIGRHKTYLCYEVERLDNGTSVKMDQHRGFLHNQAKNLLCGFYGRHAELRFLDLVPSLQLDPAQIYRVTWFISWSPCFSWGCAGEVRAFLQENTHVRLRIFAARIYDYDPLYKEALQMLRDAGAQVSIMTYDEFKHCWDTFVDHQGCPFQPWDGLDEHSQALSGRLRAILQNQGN
APOBEC3G inh – inhibitors of human APOBEC3G DNA deaminase | Q9HC16 | inhibition, % at 20 µM | AID 493012 | 330,000 tested, 0.28% active | recombinant A3G, ssDNA deamination FAM/TAMRA fluorescence;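 active means inhibition of at least 40% at 20 µM, with no more than 30% in the related APOBEC3A deaminase screen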;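 further: plate controls were DMSO wells with A3G for no effect and wells lacking A3G enzyme for full effect; some compounds called inactive have numbers as strong as hits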
Target sequence (Q9HC16 whole entry, looked up): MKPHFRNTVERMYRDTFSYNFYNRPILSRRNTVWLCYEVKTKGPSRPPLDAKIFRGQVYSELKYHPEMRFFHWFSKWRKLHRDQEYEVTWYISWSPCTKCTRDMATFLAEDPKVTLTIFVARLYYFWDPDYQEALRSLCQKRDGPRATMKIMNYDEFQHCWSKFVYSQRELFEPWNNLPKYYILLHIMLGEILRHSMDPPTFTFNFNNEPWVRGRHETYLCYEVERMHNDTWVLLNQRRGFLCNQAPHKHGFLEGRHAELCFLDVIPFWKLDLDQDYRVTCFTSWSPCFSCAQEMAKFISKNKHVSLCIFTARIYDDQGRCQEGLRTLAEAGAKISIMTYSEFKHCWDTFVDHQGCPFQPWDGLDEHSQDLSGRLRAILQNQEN
hIAP inh – blocks human intestinal alkaline phosphatase | inhibition, % at 10 µM | AID 2544 | 330,000 tested, 0.12% active | P09923 | purified IAP, CDP-Star luminescence, 30 min;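 active means inhibition reaching a set limit with compound at 10 µM in the primary screen, cut at about 35% in these data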;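 further: plate controls were DMSO wells with enzyme for no effect and no-enzyme buffer wells for full effect; values of inactives mirror those of a sister screen read the other way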
Target sequence (P09923 whole entry, looked up): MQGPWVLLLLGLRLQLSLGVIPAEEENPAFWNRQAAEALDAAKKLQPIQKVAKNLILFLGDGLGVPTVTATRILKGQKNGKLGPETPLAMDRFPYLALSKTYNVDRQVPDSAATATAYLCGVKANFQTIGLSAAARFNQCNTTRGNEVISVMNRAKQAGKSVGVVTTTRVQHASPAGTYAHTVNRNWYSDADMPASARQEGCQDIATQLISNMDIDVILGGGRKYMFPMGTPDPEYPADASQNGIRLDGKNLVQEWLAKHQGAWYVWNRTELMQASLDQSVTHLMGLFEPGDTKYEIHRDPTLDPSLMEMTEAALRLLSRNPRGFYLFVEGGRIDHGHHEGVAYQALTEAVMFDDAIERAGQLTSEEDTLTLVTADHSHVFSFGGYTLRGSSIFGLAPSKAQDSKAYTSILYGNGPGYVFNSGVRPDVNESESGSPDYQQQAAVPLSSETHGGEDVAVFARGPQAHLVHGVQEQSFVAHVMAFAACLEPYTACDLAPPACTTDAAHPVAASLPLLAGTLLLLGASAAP
MIN6 prolif – induces beta-cell replication in MIN6 cells; AID 2380; MIN6 cells proliferation, ATPlite luminescence, 48 h; cells starved in 0.2% serum; 100% = growth in 10% serum; 330,000 tested, 0.29% active; proliferation, % at 10 µM;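 active means compounds whose signal lies at least 3.5 SD above the mean of all wells on their plate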;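 further: 0% = DMSO-treated cells in low-serum medium and 100% = 10% serum control; some compounds called inactive have numbers as strong as hits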
hIAP activ – human IAP activation; P09923; purified human IAP, CDP-Star luminescence, 30 min; stronger effect = higher value; 1 = vehicle-only enzyme, 0 = enzyme-free background; activation factor at 10 µM; 330,000 tested, 0.16% active; AID 2524;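 active means activation factor of the enzyme at least 2-fold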; further: the source names both 10 and 20 µM as test concentration; values of inactives mirror those of a sister screen read the other way
mIAP inh – mouse IAP inhibition. 330,000 tested, 0.2% active. purified mouse IAP, CDP-Star luminescence, 30 min. inhibition, % at 10 µM;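 active means inhibition of at least 40% at 10 µM in the primary screen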;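 further: plate controls were DMSO with enzyme for no effect and no enzyme wells for full effect; values of inactives mirror those of a sister screen read the other way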
* = called active by the depositor; nt = not tested or not shown.

SMILES	NR3A LBD binder	MPTP block	mIAP activ	APOBEC3A inh	APOBEC3G inh	hIAP inh	MIN6 prolif	hIAP activ	mIAP inh
CCOc1nc(SC(C(C)=O)C(=O)Nc2ccccc2)nc(N(C)C)n1 (stereo not given)	1	-1.0	0.97	-7	-7	-2	-5	1	3
O=S(=O)(NCC1CCCO1)c1ccccc1 (stereo not given)	-3	0.9	0.92	1	0	15	0	0.85	8
O=C1OC(c2ccccc2)=N/C1=C\C=C\c1ccco1	20*	-3.3	0.9	2	-7	6	0	0.94	10
CC(=O)CN1C(=O)NC2(CCCc3ccccc32)C1=O (stereo not given)	2	0.0	1	-3	-7	0	-5	1	-4
Cc1nnc(Sc2cc(C(=O)NCc3ccco3)c3ccccc3n2)s1	0	-1.7	0.87	2	-2	10	-2	0.9	13
Cc1ccc(C(=O)N2c3ccccc3NC(=O)C2C)cc1 (stereo not given)	0	0.8	0.98	2	-2	10	-3	0.9	2
O=C(NC12CC3CC(CC(C3)C1)C2)c1cc([N+](=O)[O-])ccc1N1CCOCC1	13*	-1.3	0.9	-7	-3	-2	2	1	10
COc1nc(N(CC(N)=O)S(=O)(=O)c2ccccc2)nc(C)c1Cl	-1	-6.4	0.98	1	0	-12	3	1.1	2
Cc1c(Cl)c([N+](=O)[O-])nn1CCCC(=O)N(Cc1ccccc1)Cc1ccccc1	-8	4.2	0.96	0	-1	11	-4	0.89	4
O=C1CSC(=S)N1c1cccc(Cl)c1	-3	0.4	0.8	-3	-3	-8	-4	1.1	20
CCCCN(C)C1=Nc2cccc3cccc1c23	-2	2.2	0.88	31	16	12	0	0.88	12
CCN1CCN(C(=O)CCc2nnc(CCc3ccccc3OC)o2)[C@@H](C)C1=O	0	-2.0	0.96	-5	-5	1	-2	0.99	4
CN(Cc1nccs1)C(=O)C1CCC(=O)N(CCc2cccc(F)c2)C1 (stereo not given)	4	0.4	1	2	-5	-18	-1	1.2	-4
O=C(Nc1ccccc1NC(=O)c1ccco1)c1ccccc1	1	-1.2	1	-2	-7	1	-3	0.99	0
COc1ccc(NC2c3ccccc3C(=O)N2Cc2ccccc2Cl)cc1OC (stereo not given)	0	1.8	1.1	0	-1	-27	-1	1.3	-7
O=C(CCSCc1ccccc1F)NCc1cccs1	-2	-0.2	1.1	-9	-3	8	-2	0.92	-7
Cc1ccc(S(=O)(=O)Nc2ccc3c(c2)OCCO3)cc1	-2	1.0	1	-1	-4	3	-3	0.97	-4
O=C1/C(=C/c2ccc3c(c2)OCO3)Oc2cc(OCC(=O)N3CCC[C@H]3C(=O)O)ccc21	-3	-1.5	0.94	1	-5	-6	-4	1.1	6
O=C(O)/C=C/c1cn(-c2ccccc2)nc1-c1cccs1	0	3.0	1.1	-6	-7	-24	-1	1.2	-8
COc1ccccc1-c1cc(C(=O)NC2CCN(C)CC2)c2ccc(Cl)c(C)c2n1	1	-2.6	0.92	6	-1	-3	-8	1	8
C[C@H](CO)N1C[C@H](C)[C@@H](CN(C)Cc2ccc3c(c2)OCO3)Oc2c(NC(=O)Cc3ccccc3)cccc2C1=O	-3	-0.6	0.99	-3	-7	10	-5	0.9	1
Brc1cccc(OCCCCn2cncn2)c1	3	0.1	1	-3	-5	20	-3	0.8	-4
Cc1ccc(OCC(O)CN2CCN(Cc3ccc4c(c3)OCO4)CC2)cc1C (stereo not given)	0	1.3	0.99	2	0	-1	1	1	1
Cn1nnc(NC(=O)c2ccc([N+](=O)[O-])cc2Cl)n1	-2	-1.7	1.1	0	-7	-1	0	1	-7
CC(=O)Oc1ccc2nc(-c3ccco3)oc(=O)c2c1	0	-0.6	1.1	-1	-3	-19	-1	1.2	-10
Cc1nccn1CCCN1C(=O)OC2(CCCCC2)C1(C)O (stereo not given)	0	2.6	0.96	-8	-9	-23	-1	1.2	4
CCOc1ccccc1N(CC)C(=O)c1nn(C)c2c1CSc1ccccc1-2	3	1.8	0.98	-3	-6	-22	-5	1.2	2
c1ccc(-c2nnc(CSc3nncs3)o2)cc1	-2	-7.4	1	1	-5	1	-2	0.99	-2
Cc1c(-c2ccccc2)c(=O)oc2cc(O)ccc12	1	-1.3	0.96	-4	-3	11	0	0.89	4
CC(C)(C)c1ccc(NC(=O)C2=CN3CCS(=O)(=O)N=C3C=C2)cc1	0	1.3	0.96	51*	9	16	2	0.84	4
CC1=CC(C)(C)Nc2ccc(C)cc21	0	1.3	0.94	-4	-7	-11	2	1.1	6
COC(=O)[C@@]12CCCCN1[C@H](c1ccc(-c3cccc(Cl)c3)c(OC)c1)[C@H]1C(=O)N(C)C(=O)[C@H]12	-1	1.8	0.94	4	-4	5	-8	0.95	6
CCc1ccc2c(CC(=O)Nc3nnc(C4CC4)s3)coc2c1	-2	0.8	0.91	-3	-2	6	2	0.94	9
COc1cccc(NC(=O)CCc2ccccc2)c1	-4	1.0	0.95	-4	-9	10	-3	0.9	4
O=C(NCc1nc2ccccc2[nH]1)C1=C[C@H](c2ccc(C(F)(F)F)cc2)C[C@H](OCc2ccc(CO)cc2)O1	3	0.1	1.2	-1	-2	-14	-8	1.1	-19
CCCN(CCC)CCCNC(=O)c1cc2cc3ccc(Cl)cc3nc2o1	-2	0.2	1	7	5	-9	-5	1.1	-3
COc1ccc(C(=O)N2CCN(c3ccc(NC(=O)c4cccs4)cc3)CC2)cc1	2	-0.1	1	-6	-6	-26	-3	1.3	-3
CC(C)CNC(=S)N(CCCO)Cc1cc2cc3c(cc2[nH]c1=O)OCO3	0	0.8	0.79	2	25	-21	-3	1.2	21
CCOc1cc(C(=O)OCC(=O)NC(C)c2ccccc2)ccc1OCC(=O)N1CCOCC1 (stereo not given)	-1	-0.4	0.98	13	-1	0	0	1	2
Cc1ccc(C)c(NC(=O)c2ccccc2C(=O)c2ccccc2)c1	nt	-0.8	1.1	-1	-3	-8	-4	1.1	-8
CCCCn1c(N)c(N(CCOC)C(=O)c2ccc(F)c(S(=O)(=O)N3CCOCC3)c2)c(=O)[nH]c1=O	0	-0.8	1	0	-9	6	-2	0.94	-2
Cn1c(CN2CCCCC2)nc2cc(NC(=O)c3cccc(Br)c3)ccc21	-2	-1.2	1	5	2	3	-1	0.97	-4
CCC(C)NS(=O)(=O)c1ccc(OCC(=O)Nc2ccc3c(c2)OCCO3)cc1 (stereo not given)	-1	0.0	1.2	1	-2	7	-4	0.93	-19
Cc1cc(NS(=O)(=O)c2ccc(NC(=S)NC(=O)c3ccc(F)cc3Cl)cc2)no1	1	-12	1	-1	-10	-7	-1	1.1	-2
Cc1cccc(N(CC(=O)Nc2ccc(CC#N)cc2)S(C)(=O)=O)c1	0	0.4	0.91	6	1	17	4	0.83	9
Cc1ccc(O)c(CNc2nccs2)c1	0	0.9	0.93	-10	-8	0	1	1	7
Cc1ccc(C(=O)OCC(=O)N2CCCCCC2)c(O)c1	-2	-0.1	1	3	0	10	7	0.9	0
CC(C)N(C(=O)[C@H]1CC(CC(=O)NCc2ccco2)C(=O)N2CCc3c([nH]c4ccccc34)[C@]12C)C(C)C (stereo not given in full)	-2	9.5	0.92	0	-3	4	-4	0.96	8
O=C(NCCCn1ccnc1)c1c(F)cccc1F	1	-2.7	0.95	0	-1	-14	-2	1.1	5
C[C@H](NC(=O)c1ccco1)C(=O)OCC(=O)N1CC(=O)Nc2ccccc21	1	-1.9	1	-2	-2	-15	1	1.2	-2
CCCN(c1ccccc1F)S(=O)(=O)c1c[nH]c(C(=O)OC)c1	0	-0.7	0.97	0	-4	18	-4	0.82	3
COCCSc1nnc(-c2cnccn2)o1	0	-0.5	1.1	-1	-2	-14	-3	1.1	-8
COc1ccccc1NC(=O)Cn1c(CCC(=O)O)ccc1-c1ccccc1	-1	0.1	0.9	-4	-7	2	-1	0.98	10
CCOc1ccccc1N1CCN(C(=O)Cc2ccc(S(=O)(=O)N3CCOCC3)s2)CC1	1	1.0	0.97	-2	26	9	1	0.91	3
O=C1c2[nH]nc(-c3ccccc3O)c2C(c2ccc(F)cc2)N1Cc1ccco1 (stereo not given)	-10	31	0.99	-2	-6	6	-6	0.94	0
CCN1CCN(Cc2nc3cc(NC(=O)COc4ccc([N+](=O)[O-])cc4)ccc3n2C)CC1	-4	-1.5	1	3	1	15	-4	0.85	-1
COc1ccc(NC(=O)NNC(=O)COc2ccc([N+](=O)[O-])c(C)c2)cc1OC	2	-2.5	1	-1	-7	-39	5	1.4	0
Cc1c(CCC(=O)NCCCCCC(=O)O)c(=O)oc2c(C)c3oc4c(c3cc12)CCCC4	-9	0.4	1.1	1	-8	-3	-4	1	-8
Cc1cccc2cccnc12	0	-0.6	1.1	0	-4	11	-1	0.89	-13
CC1CCN(S(=O)(=O)c2ccc3c(c2)CCN3C(=O)C2CCC2)CC1	2	2.0	0.98	-4	4	18	6	0.82	2

Four of these compounds, reformatted:
Each structure is followed by: NR3A LBD binder, MPTP block, mIAP activ, APOBEC3A inh, APOBEC3G inh, hIAP inh, MIN6 prolif, hIAP activ, mIAP inh
> COc1ccccc1NC(=O)Cn1c(CCC(=O)O)ccc1-c1ccccc1
→ -1, 0.1, 0.9, -4, -7, 2, -1, 0.98, 10
> CCOc1ccccc1N1CCN(C(=O)Cc2ccc(S(=O)(=O)N3CCOCC3)s2)CC1
→ 1, 1.0, 0.97, -2, 26, 9, 1, 0.91, 3
> O=C1c2[nH]nc(-c3ccccc3O)c2C(c2ccc(F)cc2)N1Cc1ccco1 (stereo not given)
→ -10, 31, 0.99, -2, -6, 6, -6, 0.94, 0
> CCN1CCN(Cc2nc3cc(NC(=O)COc4ccc([N+](=O)[O-])cc4)ccc3n2C)CC1
→ -4, -1.5, 1, 3, 1, 15, -4, 0.85, -1

Next section.
SMILES	NR3A LBD binder	MPTP block	mIAP activ	APOBEC3A inh	APOBEC3G inh	hIAP inh	MIN6 prolif	hIAP activ	mIAP inh
COc1cccc(C(=O)NCC(=O)OC(C)C(=O)NC23CC4CC(CC(C4)C2)C3)c1 (stereo not given)	0	0.9	1.1	1	-5	-10	-1	1.1	-8
COc1ccccc1/C=C/C=N/NC(=O)c1cc(-c2ccco2)[nH]n1	8	3.6	0.61	26	64*	-4	-2	1	38
CCOc1ccccc1N(CC(=O)N1CCC(C)CC1)S(=O)(=O)c1ccc(C)cc1	-1	0.3	1.1	6	9	25	-2	0.75	-7
CC1CCCC(NC(=O)CN2CCN(Cc3ccc(Cl)cc3)C2=O)C1C (stereo not given)	-4	2.4	1	3	6	9	-3	0.91	-3
O=C(c1ccccc1)N(CCO)Cc1cc2cc3c(cc2[nH]c1=O)OCCO3	-1	-0.7	0.91	1	-2	0	-2	1	9
CCOc1ccc(S(=O)(=O)N(C)c2ccc(OCC(=O)Nc3nc4ccccc4s3)cc2)cc1	0	96*	0.94	3	-4	10	-7	0.9	6
CCOC(=O)c1cc2cc([N+](=O)[O-])cc(OC)c2oc1=O	-2	-0.5	0.88	-2	-3	-12	-1	1.1	12
O=C(/C(=C/c1ccccc1Cl)c1ccccc1)N1CCOCC1	0	-0.8	1	6	0	-12	0	1.1	-1
CSc1cccc(CN2CCCC(C(=O)Nc3cccc(-n4cccn4)c3)C2)c1 (stereo not given)	-3	0.2	1.1	-7	-5	-16	-4	1.2	-10
Cc1ccc(C23CC4CC(CC(C(=O)N(C)C)(C4)C2)C3)cc1	-3	-1.0	0.92	-4	-4	4	-3	0.96	8
CCOC(=O)N1CCC(NC(=O)c2ccc3c(c2)N(Cc2ccc(F)cc2)CCS3)CC1	0	-1.5	1.1	3	11	-5	-3	1	-8
CC(=O)Nc1ccc(NC(=O)Nc2cc(C)cc(C)c2)cc1	29*	1.4	1.7	-3	-10	-6	2	1.1	-67
CC(=O)c1ccc(OC(=O)N(c2ccccc2)c2ccccc2)cc1	-11	1.9	0.92	-5	-5	-3	2	1	8
